PG9 binder: small molecules binding HIV-1 gp120 antibody PG9; AID 624416; TR-FRET gp120-PG9 antibody binding; actives 0.43% (n = 360,000); inhibition, % at 6.7 µM; in the data active = inhibition above about 8.5%
mABHD4 FP: inhibits mouse alpha/beta hydrolase domain 4; purified mABHD4, FP-Rh probe fluorescence polarization; inhibition, % at 8.92 µM; actives 0.54% (n = 370,000); AID 720543;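 active = inhibition exceeding the mean over every tested compound plus 3 SD, cut at about 30% in these data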;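 also: 0% = plate median of compound wells and 100% = S159A mutant with DMSO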
Target sequence (Q8VD66 whole entry, looked up, the tested form may be a part): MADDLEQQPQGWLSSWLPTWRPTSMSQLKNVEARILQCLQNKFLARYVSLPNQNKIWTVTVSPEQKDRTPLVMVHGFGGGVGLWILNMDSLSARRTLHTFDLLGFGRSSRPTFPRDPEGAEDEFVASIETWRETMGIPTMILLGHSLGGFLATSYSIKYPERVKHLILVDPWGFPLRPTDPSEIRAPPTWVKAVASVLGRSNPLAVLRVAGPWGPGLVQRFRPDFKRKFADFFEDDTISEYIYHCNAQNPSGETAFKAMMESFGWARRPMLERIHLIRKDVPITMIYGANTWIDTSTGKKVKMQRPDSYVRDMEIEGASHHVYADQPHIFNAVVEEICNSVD
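Test system: mABHD4 protein | Buffer or medium: HEPES pH 7.0 buffer, 150 mM NaCl, 0.01% Pluronic F-127 | Probe or stimulus: FP-Rh fluorescent activity-based probe, added after compound pre-incubation | Timing: Pre-incubation 45 min, probe exposure 60 min, at 25 °C | Technique: Fluorescence polarization, excitation 525 nm, emission 598 nm, BODIPY TMR filters | Repeats: Single well per compound (singlicate)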
PRMT1 inh: inhibitors of human PRMT1 | Q99873 | recombinant PRMT1, activity-based probe fluorescence polarization | inhibition, % at 2.79 µM | actives 1.3% (n = 370,000);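 active = inhibition above about 21% made by adding two undisclosed values, limit read from the data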
HTRA1 inh: blocks human HTRA1 serine peptidase | recombinant HTRA1, FP-rhodamine activity-based probe, fluorescence polarization | inhibition, % at 5.96 µM | actives 0.5% (n = 340,000) | Q92743; in the data active = inhibition above about 36%;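 also: 0% = enzyme with DMSO and 100% = wells lacking enzyme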
rCAG RNA binder: binds r(CAG) RNA repeats; inhibition, % at 3 µM; r(CAG) RNA repeat, TO-PRO-1 dye displacement fluorescence; actives 1.3% (n = 370,000);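 active = inhibition above the plate cutoff, the mean of all test compounds on that plate plus 3 SD, cut at about 35% in these data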;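 also: 0% = DMSO alone and 100% = 100 µM mitoxantrone as full dye displacement; higher means more dye released from RNA so lower well fluorescence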
TCR-CD3 inh: blocks the human TCR-CD3 interaction | inhibition, % at 9.4 µM | TAMRA-labeled TCR probe fluorescence, biochemical | AID 651800 | actives 0.37% (n = 360,000); in the data active = inhibition above about 19%;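 also: recombinant mutant TCR 2C K166C tagged with TAMRA read by polarization; 0% = receptor in buffer alone and 100% = receptor with positive control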
TDP2 inh: blocks human TDP2 phosphodiesterase activity; O95551; recombinant TDP2, T5PNP hydrolysis, p-nitrophenol absorbance 415 nm; inhibition, % at 12.8 µM; actives 0.34% (n = 370,000);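 active = inhibition above the mean of all tested compounds plus 3 SD, set per campaign, cut at about 25% in these data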;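 also: 0% = DMSO with enzyme and 100% = buffer with substrate but no TDP2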
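Test system: human TDP2 enzyme; Input: 120 nM TDP2 per well; Buffer or medium: Mg2+-containing Tris-HCl buffer, pH 7.5; Reagent: 5 mM T5PNP; Dosing: 12.8 µM single point, 1% DMSO; Incubation: reaction 2 h, 37 °C; Detection: p-Nitrophenol epi absorbance; Read-out: % inhibition relative to enzyme-containing and enzyme-free wells; Replicates: single well per compound.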
LEDGF integ inh: blocks HIV-1 LEDGF/p75-dependent DNA integration; TR-FRET IN-LEDGF/p75 DNA integration, Eu/Cy5; actives 0.64% (n = 370,000); inhibition, % at 3.7 µM;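 active = inhibition above the screen-wide mean plus 3 SD, cut at about 13% in these data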;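 also: signal is the Cy5 over europium emission ratio at 671 and 618 nm; 0% = plate median of compound wells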
SIAE primary: blocks human sialic acid acetylesterase | Q9HAT2 | SIAE FP-Rh probe binding, fluorescence polarization | inhibition, % at 9.66 µM | actives 0.69% (n = 370,000) | AID 1053197;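 active = inhibition above a cutoff: mean of compounds within the control limits plus 3 SD of those, cut at about 17% in these data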;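 also: 0% = plate median of compound wells and 100% = probe without SIAE protein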
Rev-erbA mod: Rev-erb alpha (human) modulation; P20393; Rev-erbα–FITC-DNA binding, fluorescence polarization, 90 min; activity, % at 10 µM; actives 0.79% (n = 370,000); AID 1259318;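 active = activity above about 14%, limit read from the data; passing the limit was not always enough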;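 also: 0% = DMSO wells with 35 nM protein and 100% = DMSO wells with 750 nM protein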
Target sequence (P20393 whole entry, looked up): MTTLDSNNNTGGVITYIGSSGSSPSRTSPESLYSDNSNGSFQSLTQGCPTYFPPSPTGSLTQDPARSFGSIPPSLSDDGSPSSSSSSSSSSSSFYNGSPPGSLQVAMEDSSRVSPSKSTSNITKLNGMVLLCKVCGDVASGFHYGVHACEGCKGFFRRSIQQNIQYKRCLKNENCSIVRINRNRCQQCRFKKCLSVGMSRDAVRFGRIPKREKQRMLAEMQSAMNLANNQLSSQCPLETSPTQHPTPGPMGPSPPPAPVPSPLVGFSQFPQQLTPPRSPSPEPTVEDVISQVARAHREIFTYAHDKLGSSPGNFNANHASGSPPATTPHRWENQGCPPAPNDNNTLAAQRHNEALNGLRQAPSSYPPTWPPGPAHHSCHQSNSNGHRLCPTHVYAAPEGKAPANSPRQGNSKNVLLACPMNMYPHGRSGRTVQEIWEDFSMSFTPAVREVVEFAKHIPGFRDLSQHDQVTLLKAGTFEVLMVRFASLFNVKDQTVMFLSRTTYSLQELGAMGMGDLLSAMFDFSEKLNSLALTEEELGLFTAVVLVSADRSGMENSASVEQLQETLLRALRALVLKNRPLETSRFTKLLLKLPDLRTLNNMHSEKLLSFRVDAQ
The depositor's hits bear a star; x = not tested or not shown; & = joins results of further samples. Some of the compounds tested; the hit share may differ from the screen's.

(1) Cc1c(Cl)cccc1NC(=O)COC(=O)CN1C(=O)NC(C)(C)C1=O
(2) NS(=O)(=O)c1cccc(NC(=O)CSc2n[nH]c(-c3cccs3)n2)c1
(3) Cc1cc(OC(F)F)ccc1NC(=S)NC1CCCC1
(4) C=CCN1CCN(C(=O)c2ccc(-c3ccccc3)cc2)CC1
(5) CCCNC(=O)c1cc(C)no1
(6) O=S(=O)(Nc1ccc(Br)cc1)c1cccc2cccnc12
(7) COc1ccc(CN2C(=O)C(CC(=O)NC3CCCC3)CC(C(=O)N(C)C)=C2C)cc1 (configuration not stated)
(8) O=C(N1CCCCC1)N1CCN(C(=O)N(c2ccccc2)c2ccccc2)CC1
entry no.	1	2	3	4	5	6	7	8
PG9 binder	2.5	1.0	-2.4	0.4	-1.4	-2.5	-0.3	1.1
mABHD4 FP	3	-10	-5	3	2	-4	5	3
PRMT1 inh	3	6	-3	0	-1	-2	0	-3
HTRA1 inh	10	-5	-1	1	6	-13	-1	-1
rCAG RNA binder	-5	5	0	-7	-1	1	-1	-11
TCR-CD3 inh	-4	-14	-2	-7	-5	7	-7	4
TDP2 inh	-4	-2	-19	-5	-4	-8	-3	8
LEDGF integ inh	-7	-6	0	0	0	0	-2	0
SIAE primary	-7	-4	-6	-9	-4	-2	-1	6
Rev-erbA mod	-1	1	-2	-6	0	-5	-2	-1

(9) O=C(C[C@H]1C[C@H](C(=O)N2CCOCC2)[C@@]2(CCC3CCCC3)c3[nH]c4ccc(Cl)cc4c3CCN2C1=O)NCc1ccco1
(10) O=S(=O)(O)c1cc(O)c(N=Nc2ccc(O)cc2O)c2ccccc12
(11) COc1ccc(NC2CCCCC2NS(=O)(=O)c2ccc(C)cc2)cc1 (configuration not stated)
(12) Cc1ccc(N=C2NC(=O)c3cccc([N+](=O)[O-])c32)cc1
(13) CC(C)C[C@@H]1COc2cc(N3CCC[C@H]3CO)ccc2S(=O)(=O)N1
(14) COc1cccc(-c2nnc(SCC(N)=O)n2-c2ccc(Cl)cc2)c1
(15) O=C(OCc1ccc([N+](=O)[O-])cc1)C1CC(=O)N(Cc2ccccc2Cl)C1 (configuration not stated)
(16) CCn1c(=O)cc(SCC(=O)Nc2ccc(OC)c(OC)c2)c2ccccc21
entry no.	9	10	11	12	13	14	15	16
PG9 binder	-0.8	-16	0.7	0.2	1.0	-1.9	-1.3	-3.0
mABHD4 FP	-1	-36	9	5	-1	1	-2	7
PRMT1 inh	-6	44*	-4	0	-5	-1	-4	-2
HTRA1 inh	1	78*	-1	0	x	-2	6	-1
rCAG RNA binder	6	65*	1	1	1	-6	-4	-2
TCR-CD3 inh	9	150*	-4	5	7	7	5	0
TDP2 inh	6	16	-2	9	7	2	-6	0
LEDGF integ inh	3	32*	2	1	-2	-1	-1	-1
SIAE primary	1	11	6	5	-3	0	3	-6
Rev-erbA mod	4	-15	-5	-1	-3	-2	2	-3

Entries above marked active in HTRA1 inh.
| # | mol | PG9 binder | mABHD4 FP | PRMT1 inh | HTRA1 inh | TCR-CD3 inh | TDP2 inh | LEDGF integ inh | SIAE primary | Rev-erbA mod |
| --- | --- | --- | --- | --- | --- | --- | --- | --- | --- | --- |
| 10 | O=S(=O)(O)c1cc(O)c(N=Nc2ccc(O)cc2O)c2ccccc12 | -16 | -36 | 44* | 78* | 150* | 16 | 32* | 11 | -15 |

Later entries:
(17) CCN1CCCc2cc(CN(CCN3CCOCC3)C(=S)Nc3ccccc3C)ccc21
(18) CCOC(=O)c1ccc(NC(=O)CCn2c(=O)oc3ccccc32)cc1
(19) COc1ccccc1NC(=O)NNC(=O)CCc1ccccc1
(20) CC1CCCCN1Cc1ccc(-c2nnn(CC(=O)NC3CCCCC3)n2)cc1 (configuration not stated)
(21) c1cc(N2CCOCC2)ccc1-c1ccc2nncn2c1
(22) CS(=O)(=O)Nc1ccc(C(=O)NCCSCc2ccccc2)cc1
(23) O=C(CCC(=O)N1CCN(c2ccccc2)CC1)Nc1nnc(C2CCCCC2)s1
(24) Cc1c(Br)c(-c2n[nH]c(=S)n2Cc2ccco2)nn1C
entry no.	17	18	19	20	21	22	23	24
PG9 binder	-3.1	-1.3	0.4	0.9	-0.4	-1.1	0.9	0.8
mABHD4 FP	4	-9	-8	-3	4	0	5	-7
PRMT1 inh	-1	-2	5	-1	3	2	-5	5
HTRA1 inh	3	-3	2	6	x	-1	-3	-1
rCAG RNA binder	-1	-4	-3	-4	2	0	-3	5
TCR-CD3 inh	4	0	-2	5	1	-3	7	-7
TDP2 inh	10	2	-4	7	1	-4	-3	-5
LEDGF integ inh	-4	0	0	-3	-1	-5	4	3
SIAE primary	8	-3	-7	5	2	2	0	6
Rev-erbA mod	0	-5	-3	-5	0	-4	-2	6

3 entries picked at random from those above:
(4) C=CCN1CCN(C(=O)c2ccc(-c3ccccc3)cc2)CC1
(3) Cc1cc(OC(F)F)ccc1NC(=S)NC1CCCC1
(8) O=C(N1CCCCC1)N1CCN(C(=O)N(c2ccccc2)c2ccccc2)CC1
entry no.	4	3	8
PG9 binder	0.4	-2.4	1.1
mABHD4 FP	3	-5	3
PRMT1 inh	0	-3	-3
HTRA1 inh	1	-1	-1
rCAG RNA binder	-7	0	-11
TCR-CD3 inh	-7	-2	4
TDP2 inh	-5	-19	8
LEDGF integ inh	0	0	0
SIAE primary	-9	-6	6
Rev-erbA mod	-6	-2	-1

The list goes on:
(25) COc1ccc([N+](=O)[O-])cc1NS(=O)(=O)c1cc(C(=O)NCc2cccnc2)ccc1Cl
(26) CCCC(=O)Nc1ccc(C(=O)NCCc2ccc(F)cc2)cc1
(27) O=C1C2=C(c3ccccc31)[N+](=O)C1CCCCC1N2[O-] (configuration not stated)
(28) COc1ccc(C(=O)NCc2ccco2)cc1S(=O)(=O)N1CCOCC1
(29) COC(=O)C1=C(C)NC2=C(C(=O)CC(c3cccs3)C2)C1c1ccsc1 (configuration not stated)
(30) CC(=O)Nc1ccc(C(=O)NNC(=O)c2ccc(Cl)cc2Cl)cc1
(31) COc1cc(C(=O)NN=Cc2ccc(N(C)C)cc2)cc(OC)c1OC
(32) CN(c1ccccc1)S(=O)(=O)c1cccc(NC(=O)CSc2nncn2C)c1
entry no.	25	26	27	28	29	30	31	32
PG9 binder	0.6	-1.0	-5.0	-0.1	-3.7	-0.5	-16	-3.7
mABHD4 FP	11	-2	-2	-1	-12	4	2	2
PRMT1 inh	5	-2	3	0	-3	-4	0	1
HTRA1 inh	9	3	0	-3	-3	1	1	0
rCAG RNA binder	13	-6	3	1	3	-2	5	2
TCR-CD3 inh	-3	0	5	6	-5	4	1	1
TDP2 inh	6	-5	25*	-9	-23	-4	-5	-6
LEDGF integ inh	0	-6	6	0	3	-2	-6	-4
SIAE primary	-4	5	2	-5	4	-2	5	-8
Rev-erbA mod	-3	-5	6	-2	2	-2	3	2

(33) Cc1cc(C)c(OCC(=O)OCC(=O)N2CCCc3ccccc32)c(C)c1
(34) CCCCn1c(C(C)NC(=O)c2cccs2)nc2ccccc21 (configuration not stated)
(35) O=C(COc1ccc2c(c1)OCO2)Nc1ccccc1F
(36) COc1ccc(CNC(=S)Nc2ccccc2)cc1
(37) FC(F)Oc1ccc(NC(=S)NNc2ccnc3cc(Cl)ccc23)cc1
(38) Cc1cnc2c(c1)C(=O)c1ccccc1-2
(39) COc1ccccc1CNC(=O)COC(=O)c1ccc(Cl)c(N)c1
(40) O=C(OCc1cc(Cl)cc2c1OCOC2)c1cccnc1Cl
entry no.	33	34	35	36	37	38	39	40
PG9 binder	0.1	-1.8	-1.3	-2.3	-2.4	-1.4	0.4	0.2
mABHD4 FP	-1	2	-3	3	24	5	-1	1
PRMT1 inh	-1	0	-2	-1	3	-1	3	3
HTRA1 inh	-4	4	0	-4	15	-1	-1	-5
rCAG RNA binder	-8	-7	0	-5	19	-1	-2	7
TCR-CD3 inh	-2	-6	5	-7	-6	2	-2	-9
TDP2 inh	1	14	20	-17	-2	-10	-7	-1
LEDGF integ inh	-4	-1	-1	3	3	2	-6	-3
SIAE primary	3	0	4	0	35*	-3	-4	0
Rev-erbA mod	0	4	-5	-2	-2	8	-1	3

(41) CC(C)(C)n1nc2c(c1NC(=O)c1ccc(F)c(F)c1)CS(=O)(=O)C2
(42) O=C(O)Cn1c(O)c(C=Nc2ccccc2)sc1=S
(43) O=C1c2cccnc2C(Nc2ccc(Br)cc2)N1Cc1cccs1 (configuration not stated)
(44) CCCc1ccc(C(O)c2ncc(-c3cccc(OC)c3)[nH]2)cc1 (configuration not stated)
(45) Cc1cc(/C=C2\SC(=S)NC2=O)c(C)n1-c1cccc(O)c1
(46) COc1ccc(NC(=O)N2CCn3c2nc2ccccc23)cc1
(47) O=C(N/N=C/c1cccc2nccnc12)c1ccncc1
(48) Cc1ccc(-c2noc(CSc3nnc(-c4ccncc4)n3-c3ccc(C)cc3)n2)cc1
entry no.	41	42	43	44	45	46	47	48
PG9 binder	-1.2	-5.1&-4.8	-0.3	0.5	-3.2	-0.4	-2.6	1.3
mABHD4 FP	3	-44&-94	-8	-10	10	-8	2	-6
PRMT1 inh	0	2&11	2	-2	1	-2	1	2
HTRA1 inh	-6	-4&-19	-3	x	-5	-6	x	-14
rCAG RNA binder	1	-1&7	-2	0	52*	4	-4	-4
TCR-CD3 inh	4	5&-12	6	-2	2	0	-5	-1
TDP2 inh	21	-1&-34	12	7	3	-16	-10	4
LEDGF integ inh	1	0&5	4	3	-1	3	-3	-3
SIAE primary	11	5&-17	-3	3	-10	1	-7	-6
Rev-erbA mod	2	-2&-3	-1	3	-1	-6	5	7

(49) CC(C)n1c(SCC(=O)Nc2ccc3c(c2)OCO3)nc2c1c(=O)n(C)c(=O)n2C
(50) CNC(=O)CCC(=O)Nc1ccc(C)cc1
(51) OC(c1ccc(F)c(F)c1)c1nc(-c2ccc3ccccc3c2)cs1 (configuration not stated)
(52) COCCN(CC(=O)Nc1ccc(F)cc1)S(=O)(=O)c1ccc(S(=O)(=O)N2CCCC2)cc1
(53) O=C(NCCOc1ccccc1)c1ccc2n[nH]nc2c1
(54) CCOC(=O)[C@]12CCCC=C1N(Cc1ccco1)C(=O)[C@H](CC(=O)NCCc1ccccc1OC)C2
(55) C=CCOc1ccc(/C=C2\SC(N3CCCCC3)=NC2=O)cc1
(56) CCc1c(C)nc(SC)n(CC#N)c1=O
(57) S=C(Nc1ccc(Cl)cc1)NC1CCCCC1
entry no.	49	50	51	52	53	54	55	56	57
PG9 binder	-0.2	-0.4	-1.9	0.2	0.0	0.1	0.2	0.0	-0.4
mABHD4 FP	-1	-1	-41	-2	-8	1	-2	1	-14
PRMT1 inh	1	2	1	0	2	-7	3	2	0
HTRA1 inh	-2	1	x	-1	1	x	-2	-1	0
rCAG RNA binder	-4	3	7	-1	3	-1	-2	1	3
TCR-CD3 inh	5	1	7	-1	-8	4	-3	-1	-3
TDP2 inh	6	9	-3	12	-5	-3	4	-6	-8
LEDGF integ inh	-1	0	0	-2	-7	-3	-4	-6	2
SIAE primary	1	-3	-30	1	0	5	-4	-3	5
Rev-erbA mod	2	2	-4	3	4	0	-31	-1	-2
